Screening data as filed in PubChem BioAssay.
PME-1 inh: PME-1 (human) inhibition; inhibition, % at 5.9 µM; recombinant PME-1, FP-Rh probe fluorescence polarization; AID 2130; hit rate 0.53% among 320,000; Q9Y570;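 active = inhibition above the campaign mean of all compounds plus 3 SD, cut at about 26% in these data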;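 note: competitive labeling of PME-1 active site by serine hydrolase directed probe; 0% = PME-1 with DMSO and 100% = wells lacking PME-1 enzyme; inhibitors block probe labeling so polarization falls and inhibition rises; many of its hits are not listed in these tables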
Target sequence (Q9Y570 whole entry, looked up): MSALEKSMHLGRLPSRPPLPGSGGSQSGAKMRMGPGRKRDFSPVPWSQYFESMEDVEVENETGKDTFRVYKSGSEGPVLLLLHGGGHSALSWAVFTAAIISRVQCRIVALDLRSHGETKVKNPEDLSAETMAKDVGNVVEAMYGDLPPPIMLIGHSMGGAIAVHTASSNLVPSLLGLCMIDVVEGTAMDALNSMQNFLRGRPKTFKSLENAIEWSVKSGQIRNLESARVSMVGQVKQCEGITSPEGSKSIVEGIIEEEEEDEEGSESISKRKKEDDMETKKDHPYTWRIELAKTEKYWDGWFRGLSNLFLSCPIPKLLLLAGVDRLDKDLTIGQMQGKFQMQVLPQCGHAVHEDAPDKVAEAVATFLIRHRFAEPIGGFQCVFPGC
LYPLA1 counter: counter-screen for PME1 inhibitors: inhibitors of human LYPLA1; O75608; recombinant LYPLA1, FP-Rh probe fluorescence polarization; inhibition, % at 5.9 µM; hit rate 0.16% among 320,000;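 active = inhibition above the mean of all tested compounds plus 3 SD, set per campaign, cut at about 14% in these data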;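 note: inhibitors block serine hydrolase probe labeling of LYPLA1 so polarization falls; 0% = enzyme with DMSO and 100% = wells lacking LYPLA1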
Target sequence (O75608 whole entry, looked up): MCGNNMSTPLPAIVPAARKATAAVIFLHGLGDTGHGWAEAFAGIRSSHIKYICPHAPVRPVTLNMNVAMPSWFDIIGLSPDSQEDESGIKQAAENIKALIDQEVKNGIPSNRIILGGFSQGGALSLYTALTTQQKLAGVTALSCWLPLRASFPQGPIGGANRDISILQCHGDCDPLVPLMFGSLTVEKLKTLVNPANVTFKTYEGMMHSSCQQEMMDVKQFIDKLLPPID
pPAFAH FP inh: pPAFAH (human) enzyme inhibition | hit rate 1.5% among 330,000 | Q13093 | inhibition, % at 3.39 µM | AID 463082 | recombinant pPAFAH, FP-rhodamine probe fluorescence polarization;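 active = inhibition above the mean inhibition across the screen plus 3 SD, cut at about 25% in these data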;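 note: inhibitors block binding of the rhodamine activity-based probe so polarization drops; 0% = enzyme with DMSO and 100% = wells lacking pPAFAH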
GSTO1 counter: blocks human GSTO1 in RBBP9 counter-screen. P78417. recombinant GSTO1, activity-based probe fluorescence polarization. inhibition, % at 5.96 µM. hit rate 1.1% among 300,000;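 active = inhibition above the campaign mean inhibition plus 3 SD, cut at about 35% in these data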;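 note: 0% = GSTO1-1 with DMSO and 100% = wells lacking GSTO1-1 enzyme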
PAFAH1B2 FP inh: inhibitors of human PAFAH1B2; P68402; recombinant PAFAH1B2, FP-rhodamine activity probe, fluorescence polarization; inhibition, % at 3.39 µM; hit rate 1.2% among 340,000;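 active = inhibition above the mean of all tested compounds plus 3 SD, cut at about 24% in these data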;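 note: 0% = enzyme with DMSO and 100% = wells lacking PAFAH1B2; many of its hits are not listed in these tables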
Target sequence (P68402 whole entry, looked up): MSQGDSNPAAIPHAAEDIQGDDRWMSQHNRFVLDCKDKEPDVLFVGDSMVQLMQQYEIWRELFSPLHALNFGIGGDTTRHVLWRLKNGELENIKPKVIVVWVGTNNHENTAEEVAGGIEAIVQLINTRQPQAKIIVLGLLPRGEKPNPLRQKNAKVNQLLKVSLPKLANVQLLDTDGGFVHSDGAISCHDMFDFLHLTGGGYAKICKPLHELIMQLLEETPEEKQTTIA
PAFAH1B3 FP inh: inhibitors of human PAFAH1B3 | hit rate 0.28% among 340,000 | recombinant PAFAH1B3, FP-rhodamine probe, fluorescence polarization | inhibition, % at 3.39 µM | Q15102;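 active = inhibition above the screen-wide average of all tested compounds plus 3 SD, cut at about 25% in these data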;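 note: 0% = enzyme with DMSO only and 100% = wells lacking PAFAH1B3 protein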
Target sequence (Q15102 whole entry, looked up): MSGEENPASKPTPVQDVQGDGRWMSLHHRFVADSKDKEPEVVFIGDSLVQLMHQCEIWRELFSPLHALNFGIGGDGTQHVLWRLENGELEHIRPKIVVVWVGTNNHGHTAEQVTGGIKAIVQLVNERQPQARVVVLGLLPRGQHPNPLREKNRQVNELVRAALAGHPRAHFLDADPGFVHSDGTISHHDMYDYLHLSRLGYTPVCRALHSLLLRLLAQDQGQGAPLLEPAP
PAD4 FP inh: PAD4 (human) enzyme inhibition; recombinant PAD4, RCA probe fluorescence polarization; inhibition, % at 6.36 µM; hit rate 0.41% among 330,000;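 active = percent inhibition above a cutoff equal to the mean of all tested compounds plus 3 SD, cut at about 15% in these data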;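 note: 0% = PAD4 with RCA probe and DMSO and 100% = probe without PAD4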
PAFAH2 FP inh: PAFAH2 (human) inhibition | Q99487 | inhibition, % at 3.39 µM | recombinant PAFAH2, FP-rhodamine activity probe, fluorescence polarization | hit rate 0.99% among 340,000 | AID 492956;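 active = inhibition above the mean over all tested compounds plus 3 SD, cut at about 30% in these data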;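 note: inhibitors block probe labeling of enzyme so polarization drops; 0% = enzyme with DMSO and 100% = wells lacking PAFAH2 protein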
Fam108B inh: Fam108B inhibition, counter-screen for RBBP9 inhibitors; recombinant Fam108B, FP-Rh probe fluorescence polarization; inhibition, % at 9.51 µM; hit rate 0.33% among 300,000; AID 1947;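 active = inhibition above the screen mean inhibition plus 3 SD, computed separately per campaign, cut at about 18% in these data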;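 note: inhibitors lower polarization as less probe binds the enzyme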
* = called active by the depositor; nt = not tested or not shown.

SMILES	PME-1 inh	LYPLA1 counter	pPAFAH FP inh	GSTO1 counter	PAFAH1B2 FP inh	PAFAH1B3 FP inh	PAD4 FP inh	PAFAH2 FP inh	Fam108B inh
COc1ccc(NC(=O)CCC(=O)N/N=C/c2ccc([N+](=O)[O-])s2)cc1	5	2	3	34	3	16	-11	6	11
Cc1ccsc1/C=N/NC(=O)c1cccc(S(=O)(=O)Nc2ccccc2Cl)c1	4	4	6	6	8	-6	-3	0	6
COc1cc(OC)cc(C(=O)NCC(=O)OCc2nc3ccccc3s2)c1	-3	1	3	4	3	11	-3	-1	0
O=C(O)c1ccc(NS(=O)(=O)c2cc(Cl)ccc2Cl)cc1	-1	-3	-1	5	3	10	2	-6	1
CC(=O)NCCSC(=O)c1ccc(F)cc1	-6	0	-6	0	-2	4	-1	2	-4
CSc1ccccc1NC(=O)c1ccc(Br)o1	-2	-3	3	8	5	4	-1	-7	-6
Cn1c(COc2ccccc2)nnc1SCCC(=O)Nc1ccccc1	-7	-1	-5	10	-2	8	0	6	7
CC(NC(=O)Cc1cccs1)c1ccncc1 (centres undefined)	-7	-2	-4	-4	0	4	-6	-4	-7
NS(=O)(=O)c1ccc(CNC(=O)CCC2CCCCC2)cc1	0	4	24	-4	5	12	-2	5	8
O=C(CSc1ncnc2nc[nH]c12)Nc1ccccc1C(F)(F)F	-3	4	4	3	2	1	1	1	5
Cc1ccc(C)c2nc(SCC(=O)Nc3ccc4c(c3)OCO4)c(C#N)cc12	-2	1	0	7	2	-4	-3	4	0
Brc1ccc(C2=CC(c3cccs3)n3ncnc3N2)cc1 (centres undefined)	-19	-9	13	-15	3	-3	-10	-6	-7
COc1ccc(NC(=O)COC(=O)c2ccc(S(=O)(=O)N3CCCC3)cc2)cc1OC	6	-3	-3	nt	5	4	2	3	nt
CC(OC(=O)/C(C#N)=C/c1ccco1)C(=O)N(C)c1ccccc1 (centres undefined)	nt	nt	1	nt	-4	2	-10	-4	nt
Cc1cc(CN(C)C(=O)CC2C(=O)NCCN2Cc2c(F)cccc2Cl)on1 (centres undefined)	2	6	0	12	4	11	-2	2	1
CC(C)(C)C1CCc2c(sc(NC(=O)C3CCCO3)c2C(N)=O)C1 (centres undefined)	2	6	13	-3	17	5	-3	2	0
CCCCN(CC)C(=O)CN1C(=O)c2ccccc2C1=O	-1	2	-4	2	9	7	-6	-2	1
O=C(C1CCC1)N1CCc2cc(S(=O)(=O)NCCN3CCN(c4ccccc4F)CC3)ccc21	12	-2	1	8	4	6	-7	1	-6
Nc1nnc(-c2ccccc2)s1	0	1	0	-1	6	5	-4	1	-1
Fc1cccc(CCN2CCNC[C@H]2Cc2cccc3ccccc23)c1	1	2	6	-2	2	-8	3	-5	-5
COc1cccc(N2CC(C(=O)NNC(=O)c3ccc(Cl)cc3)CC2=O)c1 (centres undefined)	2	-2	0	3	1	8	-1	8	1
CN(C)N=Nc1ccc(S(=O)(=O)NC(=O)Cc2ccccc2)cc1	-7	-1	1	2	-1	5	-6	3	-2
Cc1ccc(C)c(NC(=O)COC(=O)COc2cccc3c2OC(C)(C)C3)c1	-3	1	5	-1	4	-2	-1	6	0
Cc1cc(C)c(S(=O)(=O)N2CCN(C(=O)C3CCCO3)CC2)c(C)c1 (centres undefined)	0	2	-3	nt	2	5	3	6	nt
Cc1cc(C)nc(CCNC(=O)c2cc(COc3ccc(F)cc3F)on2)n1	2	1	6	1	7	8	-7	-6	-1
O=c1oc2ccccc2cc1-c1ccc(O)cc1O	1	-3	2	2	1	10	4	-8	2
CCC(Oc1cc(Cl)ccc1Cl)C(=O)NNC(=O)CCC(=O)O (centres undefined)	-2	-1	1	4	-4	5	3	0	2
O=C(Nc1ccc(Br)cc1)C1C2C=CC3(O2)C1C(=O)N(CCN1CCOCC1)C3C(=O)NC1CCCCC1 (centres undefined)	2	0	2	-2	0	6	3	-10	-4
COCCNC(=S)N/N=C(\C)c1cccc(C(F)(F)F)c1	1	0	-1	2	10	3	3	8	6
CCOc1ccc2nc(N(CCCN(C)C)C(=O)c3ccc4c(c3)CCCC4)sc2c1	8	-1	-1	1	-1	-1	3	-6	-2
COC(=O)CCC(=O)OC1(C)C(=O)C2=CN(Cc3ccco3)C(c3ccc(OC)cc3)=CC2=C(Br)C1=O (centres undefined)	0	-9	25*	6	nt	nt	-18	nt	6
CCOc1ccc(Oc2cc(C)nc(SC)n2)nn1	-5	1	4	1	1	2	-3	7	3
CCCc1cc2c(=O)c(-c3cscn3)c(C(=O)OCC)oc2cc1O	3	-6	2	6	-3	3	2	4	-3
CN(C)S(=O)(=O)c1cccc(COc2ccccc2C(=O)Nc2ccccc2)c1	4	-2	3	1	-1	6	-1	0	-5
O=C(NC1CCSc2ccccc21)c1ccc(Cl)c(S(=O)(=O)N2CCOCC2)c1 (centres undefined)	26	2	5	-6	3	13	-1	2	5
O=C(/N=C1/c2ccccc2CN1c1ccccc1)Nc1ccccc1	0	-2	-4	0	-1	8	-5	-7	3
C=CCNc1oc(/C=C/c2ccccc2)nc1C#N	5	0	11	-10	1	1	-4	6	7
O=C(NCc1ccco1)C1CCC(N2C(=O)C3C4CCC(C4)C3C2=O)CC1 (centres undefined)	0	-1	0	2	0	-3	-1	-9	-3
COc1ccc(C(=O)Cn2nc(CNc3ccc(Br)cc3)[n+]3c2CCCCC3)cc1	-5	0	-4	27	4	5	2	5	-3
C[C@H](CO)N1C[C@H](C)[C@@H](CN(C)S(=O)(=O)c2ccc(F)cc2)Oc2ccc(NC(=O)CCC(F)(F)F)cc2C1=O	nt	nt	2	nt	4	0	-1	-4	nt

Some entries already given, showing only LYPLA1 counter, pPAFAH FP inh and PAFAH1B3 FP inh:
SMILES,LYPLA1 counter,pPAFAH FP inh,PAFAH1B3 FP inh
CCOc1ccc2nc(N(CCCN(C)C)C(=O)c3ccc4c(c3)CCCC4)sc2c1,-1,-1,-1
COC(=O)CCC(=O)OC1(C)C(=O)C2=CN(Cc3ccco3)C(c3ccc(OC)cc3)=CC2=C(Br)C1=O (centres undefined),-9,25*,nt
CCOc1ccc(Oc2cc(C)nc(SC)n2)nn1,1,4,2
CCCc1cc2c(=O)c(-c3cscn3)c(C(=O)OCC)oc2cc1O,-6,2,3

(list continues)
SMILES	PME-1 inh	LYPLA1 counter	pPAFAH FP inh	GSTO1 counter	PAFAH1B2 FP inh	PAFAH1B3 FP inh	PAD4 FP inh	PAFAH2 FP inh	Fam108B inh
Cc1ccc(-c2nc3ncccc3o2)cc1NC(=O)C(C)(C)C	-8	1	-3	0	-2	-2	-4	1	4
COC(=O)c1c(NC(=O)C2CC2)sc(C(=O)Nc2ccccc2)c1C	-4	-1	4	-5	5	4	-2	1	-1
COc1ccccc1C(O)P(=O)(OC1CCCCC1)OC1CCCCC1 (centres undefined)	3	-1	5	3	2	9	3	1	-1
O=C(NCc1ccco1)c1cc(-c2ccc(F)cc2)on1	6	3	4	2	1	2	-7	2	-6
CC(C)OC(=O)/C(=C/c1cccnc1)NC(=O)c1ccccc1	6	3	6	-1	-2	0	-7	-3	4
CCS(=O)(=O)n1nc(-c2ccccc2)nc1SCc1ccccc1	4	0	-1	9	3	7	-6	-1	-6
Cc1cc(N2CCOCC2)c2c(N)cc(C)c(C)c2n1	-1	5	0	11	1	4	3	-2	-2
O=C(Nn1cnnc1)c1ccc(Cl)c(Cl)c1	0	-3	-1	-1	5	2	-7	-4	-2
COc1cc(NC(=O)c2ccco2)ccc1NC(=O)c1ccccc1Cl	4	-1	-2	-4	6	10	4	3	-8
NC(=O)c1csc(-c2ccncc2)n1	-2	0	2	7	3	11	1	-1	2
CCCOC(=O)c1ccc(NC(=O)c2ccc(Br)o2)cc1	-33	-6	-4	-3	2	-4	-7	-3	-3
CCOc1ccc(S(=O)(=O)N2CCOCC2)c2ccccc12	2	5	5	5	0	5	-1	5	6
COc1ccc2nc(NC(=O)CN3C(=O)NC4(CCCCC4)C3=O)sc2c1	-5	-6	-1	4	-3	2	-2	-4	-5
CCC(C)[C@H]1CN=C(N)N1CC1CCCCC1 (some centres undefined)	1	1	1	2	nt	nt	-4	nt	4
Cc1ccc(S(=O)(=O)N2CCCN(C(=O)OC(C)(C)C)CC2)cc1	-4	-2	1	-5	6	7	6	11	4
CCOc1ccccc1CNn1nnnc1N	-6	-1	-7	-6	4	3	-1	-12	-2
CC1(C)Cc2c(C#N)c(NC3CCCCC3)nc(-c3ccco3)c2CO1	1	3	0	1	9	7	-5	2	-2
COc1ccc(-c2nnc(-c3cccnc3)o2)cc1	1	-4	3	2	-4	2	2	9	0
Cc1ccc(NC(=O)CSc2nnc(C3CC3)n2CC2CCCO2)cc1C (centres undefined)	0	-5	4	0	3	5	4	-1	-1
CC(c1ccccc1)N1C(=O)c2ccc(C(=O)Nc3ccccc3C(=O)O)cc2C1=O (centres undefined)	-110	-2	7	-6	-2	-2	-3	-10	2
COc1cc(C)c(CN2CCN(S(=O)(=O)c3ccc(Cl)s3)CC2)cc1OC	7	-1	1	nt	3	11	-3	4	nt
CC(CNC(=O)CN1C(=O)NC2(CCCCC2)C1=O)c1ccccc1 (centres undefined)	-1	3	4	nt	7	5	-1	8	nt
COc1ccc(-c2ccc(OC)cc2)cc1	-4	0	3	-1	5	10	-5	-1	-1
Cc1c(N2C(=O)CS/C2=N\N=C\c2ccccc2O)c(=O)n(-c2ccccc2)n1C	2	0	-5	12	3	3	0	4	0
O=C(CCN1CCOCC1)Nc1cc(C(=O)Nc2ccc(Cl)cc2)ccc1N1CC2CC(C1)c1cccc(=O)n1C2 (centres undefined)	7	0	13	6	2	9	-5	-21	-2
COc1cccc2cc(C(=O)C3=C(O)C(=O)N(CCN4CCOCC4)C3c3ccc(C)o3)oc12 (centres undefined)	-7	2	6	9	2	8	2	-1	-3
OCCNc1nnc(-c2ccccc2)c(-c2ccccc2)n1	-1	1	3	-4	0	7	0	-3	0
CN(C)S(=O)(=O)c1cccc(NC(=O)CC23CC4CC(CC(C4)C2)C3)c1	6	1	-1	4	14	1	0	8	-2
O=C(NCCN1CCOCC1)c1cc2ccccc2o1	-1	-2	3	1	2	4	2	-2	0
Cc1nn(-c2cccc(C(=O)O)c2)c(C)c1Oc1ccccc1O	-5	-3	1	0	1	6	1	1	-14
Cc1ccc(NC(=O)/C(=C/c2ccc([N+](=O)[O-])cc2)NC(=O)c2ccccc2)cc1	-19	-8	2	-3	-3	-9	-3	-17	-8
Cc1cccc(CN2CCN(C(=S)Nc3ccccc3)CC2)c1	4	2	6	1	-2	4	-3	-1	2
CCOc1cccc(-c2nnc3n2N=C(c2cc(OC)ccc2OC)CS3)c1	-1	-8	-2	-6	2	7	1	12	-6
Cc1ccc2cc(C(c3nnnn3Cc3ccccc3)N3CCc4ccccc43)c(=O)[nH]c2c1 (centres undefined)	-4	-10	2	1	2	18	-8	9	-1
COc1cccc(C2=NOC(C(=O)Nc3cc(C)on3)C2)c1OC (centres undefined)	0	2	7	3	7	7	3	-2	2
O=C(O)c1csc(Cc2ccccc2)n1	-10	0	-6	12	10	3	-5	-3	2
CC1CC(C)CN(S(=O)(=O)c2ccc(C(C)(C)C)cc2)C1 (centres undefined)	6	-1	6	-6	11	-8	-4	2	0
CCOC(=O)C1=C(C)NC(=O)NC1c1c(OC)ccc2ccccc12 (centres undefined)	0	2	1	3	-1	8	-7	2	3
Cc1nc2c(c(=O)c3ccccc3n2C)c(=O)n1-c1ccc(F)cc1	4	-1	1	-11	3	7	-3	-4	-3

This is a subset; rates above refer to the full screens.
